TexasRed fluor = alters Texas Red total fluorescence, flagging assay interference; AID 1479; Potency, µM (highest dose often 106 µM), for inactives: top-dose fluorescence change, negative = quenching; TRb/SRC2 Texas Red total fluorescence interference; 280,000 tested, 0.29% active; active = well fitted curve in either direction with a large enough effect; inconclusive = small, poorly fitted or top-dose-only effect; also: % is scaled to controls: 0 for no effect and ±100 for the full control effect
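Flags fluorescent or light-absorbing compounds by total fluorescence, S + 2P, at 555 nm excitation and 632 nm emission. Mixture: 20 nM Texas Red SRC2 peptide, 0.6 uM human TRb LBD, 1 uM T3, 5% DMSO; compound exposure 5 h at ambient temperature.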
KDM4E inh = inhibitors of human JMJD2E histone demethylase; 230,000 tested, 1.6% active; B2RXH2; JMJD2E catalytic domain, FDH-coupled NADH fluorescence (FDH is formaldehyde dehydrogenase); Potency, µM (top dose mostly 57.1 µM), for inactives: at the highest dose activity change, negative = inhibition, hits mostly inhibitors; active = well fitted inhibition curve with a large enough effect, not every such curve was filed as active; inconclusive = small, poorly fitted or top-dose-only effect, or another doubt; inactive = no such curve, though single readings can be large or run the other way;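 also: 0% = wells with enzyme and -100% = buffer wells without enzyme; nearly all actives have a fitted effect of over 50% in size; many of its hits are not listed in these tables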
SMN2 splice enh = SMN2 splice variant enhancement; HEK293 SMN2-luciferase splicing reporter, luminescence, 30-36 h; Potency, µM (titrated, usually from 46.1 µM), for the others: top-dose activity change, positive = activation, actives largely listed as activators; 210,000 tested, 2.8% active; AID 1458; also: % of control where 0% means no effect; nearly all actives have a fitted effect of over 55% in size
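qHTS luciferase splicing reporter: luminescence rises when SMN2 exon 7 is included in transfected HEK293 cells. Compound exposure lasted 30-36 h at 37C, with 4.5 mM final sodium butyrate as control, followed by a ONE-Glo read.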
TRb SRC2 PPI = TRbeta-SRC2 interaction inhibition; TRbeta-SRC2 peptide binding, fluorescence polarization; receptor liganded with 1 µM T3; 280,000 tested, 0.065% active; Potency, µM (highest dose often 106 µM), for the others: at the top dose activity change, negative = inhibition, actives largely listed as inhibitors; P10828;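 also: plate controls were bound peptide for no effect and peptide without receptor for full effect; nearly all actives have a fitted effect of over 50% in size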
Target sequence (P10828 whole entry, looked up): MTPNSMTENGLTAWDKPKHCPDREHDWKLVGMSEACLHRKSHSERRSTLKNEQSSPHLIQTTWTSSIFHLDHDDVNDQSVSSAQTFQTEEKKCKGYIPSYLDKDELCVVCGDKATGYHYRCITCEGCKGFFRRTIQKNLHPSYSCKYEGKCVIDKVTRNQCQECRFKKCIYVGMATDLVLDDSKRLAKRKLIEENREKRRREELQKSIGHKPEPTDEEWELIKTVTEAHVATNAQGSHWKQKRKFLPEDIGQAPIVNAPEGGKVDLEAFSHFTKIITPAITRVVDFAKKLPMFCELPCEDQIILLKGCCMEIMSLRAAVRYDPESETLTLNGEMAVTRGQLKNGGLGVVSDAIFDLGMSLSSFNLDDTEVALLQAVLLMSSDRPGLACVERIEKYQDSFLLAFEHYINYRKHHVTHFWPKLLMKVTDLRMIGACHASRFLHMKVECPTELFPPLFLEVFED
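Quantitative HTS by FP: 0.6 uM TRb LBD, 20 nM labeled SRC2 20-mer, 1 uM T3, 5% DMSO; 5 hr ambient incubation; % activity per concentration and potencies from concentration series.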
RECQ1 helicase = inhibitors of human RECQ1 DNA helicase. RECQ1 DNA unwinding, red fluorescence kinetic read. Potency, µM (highest dose often 57.3 µM), without a hit: at the top dose activity, negative = inhibition, hits mostly inhibitors. 240,000 tested, 0.54% active. AID 2549;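 also: plate controls were vehicle for no effect and no enzyme for full effect; nearly all actives have a fitted effect of over 30% in size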
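RECQ1T1 50 nM; forked duplex (20 bp + 30-nt ss tails) 200 nM, ATP 2 mM final; pH 8.0, 2 mM MgCl2, 2.5 ug/ml poly(dI-dC); 15 min compound preincubation; discontinuous kinetic read over 2 h at RT.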
Lamin A splicing = changes lamin A minigene splicing in HeLa cells | HeLa LMNA splicing GFP/RFP minigene ratio, 48 h | Potency, µM (series often up to 46.1 µM), for the others: top-dose ratio change, negative = inhibition, actives largely listed as inhibitors | 200,000 tested, 0.01% active | AID 1487; active = well fitted inhibition curve with a large enough effect in the signal ratio, with a control signal flat, not every such curve was filed as active; inconclusive = small, poorly fitted or top-dose-only effect, or effect the other way, or a change in a side signal; the % refers to the signal ratio; also: % is scaled to controls: 0 for no effect and ±100 for the full control effect
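Read-out is the ratio of GFP to DsRed2 object intensity, acquired by 488 nm laser-scanning cytometry on HeLa lamin A-EGFP minigene reporter cells. Compound incubation 48 hrs at 37 °C in Opti-MEM with 2% FBS; DMSO 0.5% final.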
ALDH1A1 block = inhibitors of human aldehyde dehydrogenase 1A1; P00352; Purified ALDH1A1, NADH fluorescence, propionaldehyde substrate; 220,000 tested, 7.3% active; AID 1030; Potency, µM (series often up to 75.3 µM), for inactives: at the highest dose activity, negative = inhibition, most hits filed as inhibitors; active = well fitted inhibition curve with a large enough effect, not every such curve was filed as active; inconclusive = small, poorly fitted or top-dose-only effect, or another doubt; inactive = no such curve, though single readings can be large or run the other way;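 also: plate controls were no enzyme wells and a reference inhibitor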
RGS12 GoLoco inh = RGS12 GoLoco-Gai1 interaction inhibition; P63096; Gai1:RGS12 GoLoco peptide FP, rhodamine, 10 min; Potency, µM (series often up to 61.6 µM), for the others: top-dose activity, negative = inhibition, most hits filed as inhibitors; 230,000 tested, 0.44% active; AID 880; active = well fitted inhibition curve with a large enough effect, not every such curve was filed as active; inactive = no such curve, though single readings can be large or run the other way; also: % is scaled to controls: 0 for no effect and ±100 for the full control effect; nearly all actives have a fitted effect of over 30% in size; many of its hits are not listed in these tables
Target sequence (P63096 whole entry, looked up): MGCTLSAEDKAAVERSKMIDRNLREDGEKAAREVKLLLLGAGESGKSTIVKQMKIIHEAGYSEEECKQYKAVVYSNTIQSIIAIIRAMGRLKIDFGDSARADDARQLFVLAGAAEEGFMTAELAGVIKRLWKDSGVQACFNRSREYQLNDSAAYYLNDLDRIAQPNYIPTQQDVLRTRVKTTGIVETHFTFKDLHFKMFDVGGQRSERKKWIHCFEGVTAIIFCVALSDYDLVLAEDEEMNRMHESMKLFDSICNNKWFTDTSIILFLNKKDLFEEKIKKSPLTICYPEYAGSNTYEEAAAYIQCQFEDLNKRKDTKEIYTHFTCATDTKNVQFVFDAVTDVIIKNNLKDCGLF
* marks the source's active call; other numbers are inactive results; i = inactive; ? = inconclusive; . = no result given; & = joins results of further samples; [ ] = remark or other dose. Unless noted, calls follow the shape of the dose curve; as a rule, active = well fitted curve in the direction sought with a large enough effect; inconclusive = small, poorly fitted or top-dose-only effect, or another doubt; inactive = no such curve, though single readings can be large; an effect the other way counts as inactive or inconclusive. Potency is read from the fitted curve at half-maximal effect.

Labels used below: A = TexasRed fluor; B = KDM4E inh; C = SMN2 splice enh; D = TRb SRC2 PPI; E = RECQ1 helicase; F = Lamin A splicing; G = ALDH1A1 block; H = RGS12 GoLoco inh
1) O=C1NC(=O)N(c2ccccc2)C(=O)/C1=C/c1ccc(Sc2ccccc2)o1
  A = 22% | B = ? | C = 0% | D = . | E = -19% | F = ? | G = 0% | H = 46%
2) Cc1ccc(CN2C3CCCC2CC(NC(=O)Nc2cccc(F)c2)C3)cc1 (stereo unspecified)
  A = 5% | B = -4% | C = . | D = 2% | E = i | F = 7%[46 µM] | G = 1% | H = 2%
3) COc1ccc(NC(=O)Nc2cccc3cccnc23)cc1
  A = -3% | B = 0% | C = ? | D = 0% | E = -12% | F = -4% | G = -3% | H = -7%
4) CCOC(=O)C(C)(CC)NC(=O)CSP(=S)(OCC)OCC (stereo unspecified)
  A = 2% | B = -2% | C = 2% | D = -13% | E = i | F = 6% | G = 16% | H = -8%
5) COC(=O)c1c(C)[nH]c(C(=O)C(C)[N+]23CCN(CC2)CC3)c1C (stereo unspecified)
  A = 1% | B = -3% | C = 21% | D = 3% | E = 2% | F = . | G = -6% | H = -4%
6) COC(=O)N(C)c1ccc(C(O)(C(=O)OC)C(F)(F)F)cc1 (stereo unspecified)
  A = 0% | B = 0% | C = 2% | D = 1% | E = -4% | F = 7% | G = 11% | H = -3%
7) O=C(O)[C@@H]1C[C@H]2C[C@@H](CP(=O)(O)O)CC[C@H]2CN1
  A = -1%&1% | B = ? | C = . | D = -9%&-4% | E = 5% | F = . | G = 0% | H = -1%
8) C=CCC(O)(C(=O)OC)c1ccccc1 (stereo unspecified)
  A = -2% | B = -9% | C = 11% | D = -5% | E = i | F = . | G = 0% | H = 2%
9) O=c1[nH]c(=S)[nH]c(O)c1N=Nc1ccc2c(c1)OCCO2
  A = -6% | B = -5% | C = . | D = -1% | E = -2% | F = . | G = . | H = 139%[activator]
10) CCC(C)N1C(=O)/C(=C\c2cnc(N(C)C)nc2)C(=O)NC1=S (stereo unspecified)
  A = 2% | B = -13% | C = 6% | D = 8% | E = -14% | F = 0%[46 µM] | G = -9% | H = 35%[activator]
11) CCC(C)N=Cc1c(O)n(-c2ccccc2)c(=O)[nH]c1=O (stereo unspecified)
  A = 2% | B = -7% | C = -3% | D = 6% | E = i | F = 16% | G = ? | H = -1%
12) CSc1ccc(CNC2CN3CCC2CC3)cc1 (stereo unspecified)
  A = -1% | B = 2% | C = . | D = -2% | E = -2% | F = 10% | G = 0% | H = -6%
13) COc1ccccc1N1CCN(Cc2ccc(F)cc2)CC1
  A = 0% | B = -6% | C = -1% | D = 2% | E = -5% | F = . | G = 5% | H = -6%
14) Cc1cccc(N2C(=O)CC(=O)NC2=O)c1
  A = -3% | B = 6% | C = 16% | D = -6% | E = -1% | F = 3% | G = 7% | H = 9%
15) CCCN(CCC)CCc1ccc(O)c(O)c1
  A = 4%&1% | B = 20µM* | C = -13%&17% | D = 5%&5% | E = -1% | F = ? | G = 5%&6% | H = 9%&8%

Eleven compounds already listed, sorted by length of the SMILES, smallest number first:
Labels used below: A = TexasRed fluor; B = KDM4E inh; C = SMN2 splice enh; D = TRb SRC2 PPI; E = RECQ1 helicase; F = Lamin A splicing; G = ALDH1A1 block; H = RGS12 GoLoco inh
8) C=CCC(O)(C(=O)OC)c1ccccc1 (stereo unspecified)
  A = -2% | B = -9% | C = 11% | D = -5% | E = i | F = . | G = 0% | H = 2%
12) CSc1ccc(CNC2CN3CCC2CC3)cc1 (stereo unspecified)
  A = -1% | B = 2% | C = . | D = -2% | E = -2% | F = 10% | G = 0% | H = -6%
14) Cc1cccc(N2C(=O)CC(=O)NC2=O)c1
  A = -3% | B = 6% | C = 16% | D = -6% | E = -1% | F = 3% | G = 7% | H = 9%
13) COc1ccccc1N1CCN(Cc2ccc(F)cc2)CC1
  A = 0% | B = -6% | C = -1% | D = 2% | E = -5% | F = . | G = 5% | H = -6%
3) COc1ccc(NC(=O)Nc2cccc3cccnc23)cc1
  A = -3% | B = 0% | C = ? | D = 0% | E = -12% | F = -4% | G = -3% | H = -7%
4) CCOC(=O)C(C)(CC)NC(=O)CSP(=S)(OCC)OCC (stereo unspecified)
  A = 2% | B = -2% | C = 2% | D = -13% | E = i | F = 6% | G = 16% | H = -8%
11) CCC(C)N=Cc1c(O)n(-c2ccccc2)c(=O)[nH]c1=O (stereo unspecified)
  A = 2% | B = -7% | C = -3% | D = 6% | E = i | F = 16% | G = ? | H = -1%
6) COC(=O)N(C)c1ccc(C(O)(C(=O)OC)C(F)(F)F)cc1 (stereo unspecified)
  A = 0% | B = 0% | C = 2% | D = 1% | E = -4% | F = 7% | G = 11% | H = -3%
10) CCC(C)N1C(=O)/C(=C\c2cnc(N(C)C)nc2)C(=O)NC1=S (stereo unspecified)
  A = 2% | B = -13% | C = 6% | D = 8% | E = -14% | F = 0%[46 µM] | G = -9% | H = 35%[activator]
5) COC(=O)c1c(C)[nH]c(C(=O)C(C)[N+]23CCN(CC2)CC3)c1C (stereo unspecified)
  A = 1% | B = -3% | C = 21% | D = 3% | E = 2% | F = . | G = -6% | H = -4%
7) O=C(O)[C@@H]1C[C@H]2C[C@@H](CP(=O)(O)O)CC[C@H]2CN1
  A = -1%&1% | B = ? | C = . | D = -9%&-4% | E = 5% | F = . | G = 0% | H = -1%

(further entries)
Values in the order: TexasRed fluor | KDM4E inh | SMN2 splice enh | TRb SRC2 PPI | RECQ1 helicase | Lamin A splicing | ALDH1A1 block | RGS12 GoLoco inh
[16] Cc1cccc(OP(N)(N)=O)c1C
 : 0% | -1% | . | -1% | i | . | 3% | -9%
[17] Cc1nc2ccc(Br)cc2c(=O)n1-c1ccc([N+](=O)[O-])c(C(F)(F)F)c1
 : 0% | -12% | -33%[inhibitor] | -6% | -6% | ? | -1% | 6%
[18] CCCCCSc1cc(OC)c(CCN(C)C)cc1OC
 : -8% | -7% | -5% | -8% | -3% | 5% | -6% | -25%
[19] O=C1Nc2ccc(Cl)cc2C(c2ccccc2)=NC1O (stereo unspecified)
 : -1% | . | . | 2% | i | ? | 4% | -3%
[20] Cn1c(=O)c2c(ncn2CC(=O)Nc2nc(-c3ccccc3Cl)cs2)n(C)c1=O
 : -6% | 2% | -36%[inhibitor] | 2% | -1% | ? | 8% | 11%
[21] N#CCC(=O)NN1Cc2ccccc2C1=N
 : 5% | 10% | 10% | 4% | -1% | -5% | 2% | 8%
[22] O=C(Nc1ccccc1)c1c(O)c2c(n(Cc3ccco3)c1=O)CCCC2
 : -2% | 4% | . | -6% | -5% | . | . | 1%

Screening data from PubChem BioAssay.

Not all compounds are listed (hit frequency here may not be typical).
